# EBV gp42 block: Epstein-Barr virus gp42 inhibitors, primary screen, biochemical, uHTS, fluorescence polarization | Glycoprotein 42 (Epstein-Barr virus (strain AG876)), Q1HVG2 | Fluorescence polarization binding assay, mP read-out | inhibition, % (tested at 21.74 µM) | actives 0.42% (n = 220,000) | AID 1085, 2008; in the data active means inhibition above about 50%
# Runt-SMMHC FRET: inhibitors of RUNX1 Runt–CBFb-SMMHC binding, primary screen, biochemical, FRET, Cerulean-Runt, Venus-CBFb-SMMHC, uHTS; Cerulean-Runt/Venus-CBFb-SMMHC FRET ratio 530/480, 1 h; inhibition, % at 20 µM; actives 0.74% (n = 220,000);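 active means mean inhibition across duplicate retests at 20 µM reaching about 50%, limit read from the data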;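 further: 0% = DMSO wells and 100% = wells with excess untagged CBFb-SMMHC; inhibitors lower the FRET ratio by blocking Runt binding to CBFb-SMMHC; some results filed as inactive read as strong as hits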
# p47phox inh: p47phox/p22phox peptide binding inhibitors, primary screen, biochemical, uHTS, NADPH oxidase regulatory subunit | Neutrophil cytosol factor 1 (Homo sapiens), P14598 | fluorescence polarization, 2 h | inhibition, % at 24.7 µM | actives 0.53% (n = 220,000);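 active means inhibition above about 30%, limit read from the data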;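 further: 0% = p47phox with labelled peptide and 100% = labelled peptide alone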
# Target sequence (P14598 whole entry, looked up): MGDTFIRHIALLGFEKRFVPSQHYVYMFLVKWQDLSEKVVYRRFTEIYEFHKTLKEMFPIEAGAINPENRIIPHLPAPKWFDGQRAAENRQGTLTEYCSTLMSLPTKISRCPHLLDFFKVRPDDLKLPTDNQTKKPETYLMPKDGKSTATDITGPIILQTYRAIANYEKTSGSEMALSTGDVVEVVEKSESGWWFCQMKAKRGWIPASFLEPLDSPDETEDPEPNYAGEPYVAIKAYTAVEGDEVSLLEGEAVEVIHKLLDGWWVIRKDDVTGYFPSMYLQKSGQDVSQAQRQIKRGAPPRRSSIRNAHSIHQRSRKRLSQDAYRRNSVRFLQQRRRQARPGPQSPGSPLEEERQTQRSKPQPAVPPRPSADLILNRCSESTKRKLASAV
# TRPN1 ag: zebrafish TRPN1 channel agonists, primary screen, cell-based, HEK293, calcium fluorescence; HEK293 zebrafish TRPN1-YFP, Fluo-8 calcium fluorescence; 100% = response to 87 µM carbachol; AID 1424, 2008; activation, % at 3 µM; transient receptor potential cation channel N1 (TRPN1/NompC), Danio rerio; actives 0.18% (n = 220,000);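 active means activation above its plate's cutoff, the mean activation of test wells on that plate plus 3 SD, cut at about 19% in these data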;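 further: 0% = DMSO alone and 100% = 87 µM carbachol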
#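 Control set: carbachol 87 µM as high control, DMSO as low control; system: HEK293 stable line with zebrafish TRPN1-YFP; read-out: % activation versus carbachol response; detection: intracellular calcium fluorescence with Fluo-8; doses: single test compound dose, 3 µM nominal, 0.3% DMSO; schedule: dye 1 h 37 °C plus 30 min RT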
# TRPML3 ag: human TRPML3 channel agonists, primary screen, cell-based, HEK293 TRPML3-YFP, Fluo-8 calcium fluorescence, 3 µM; activation, % at 3 µM; actives 0.29% (n = 220,000); 100% = the carbachol control signal; AID 1448, 2008; Mucolipin-3 (Homo sapiens), Q8TDD5;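 active means activation above its plate's cutoff, the mean activation of the plate's test wells plus 3 SD, cut at about 12% in these data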;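 further: 0% = DMSO only wells and 100% = carbachol wells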
# Target sequence (Q8TDD5 whole entry, looked up): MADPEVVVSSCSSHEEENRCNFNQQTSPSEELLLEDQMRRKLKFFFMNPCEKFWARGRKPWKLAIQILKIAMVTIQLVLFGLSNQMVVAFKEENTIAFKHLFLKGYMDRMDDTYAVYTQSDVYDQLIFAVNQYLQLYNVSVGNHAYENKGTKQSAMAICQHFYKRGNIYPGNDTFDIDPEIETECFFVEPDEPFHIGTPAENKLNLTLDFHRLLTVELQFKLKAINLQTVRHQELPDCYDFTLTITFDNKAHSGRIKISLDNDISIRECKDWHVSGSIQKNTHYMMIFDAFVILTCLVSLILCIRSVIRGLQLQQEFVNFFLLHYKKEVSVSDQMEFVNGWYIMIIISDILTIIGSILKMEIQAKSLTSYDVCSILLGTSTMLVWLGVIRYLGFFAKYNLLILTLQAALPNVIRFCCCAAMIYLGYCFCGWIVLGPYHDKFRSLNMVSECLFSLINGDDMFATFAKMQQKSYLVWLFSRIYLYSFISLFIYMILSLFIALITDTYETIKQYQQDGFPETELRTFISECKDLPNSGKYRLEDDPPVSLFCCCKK
#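 Material: TRPML3-YFP stable HEK293 cells | Dosing: One concentration, 3 µM nominal, 0.3% DMSO | Timing: 125 s total fluorescence read per well | Technique: Fluo-8 calcium dye fluorescence, ex 470-495, em 515-575 nm | Measure: Percent activation from peak-to-basal fluorescence ratio, scaled between DMSO and carbachol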
# PPC-1+TRAIL kill: compounds killing PPC-1 cancer cells with TRAIL present, primary screen, TRAIL potentiator project, ATPLite luminescence, uHTS. actives 0.41% (n = 220,000). cell killing (% activity), % at 4 µM. AID 1443, 2008. PPC-1 cells + TRAIL, ATPLite viability luminescence;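 active means cell killing above 50% in the first pass at 4 µM, then a duplicate retest at 5 µM averaging 50% or more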;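 further: plate controls were cells with TRAIL plus DMSO for no effect and medium-only wells lacking cells for full effect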
# MDM2 E3 inh: MDM2-luciferase reporter signal enhancers, primary screen, MDM2 E3 ligase inhibitor project, cell-based, luminescence, 1536-well | E3 ubiquitin-protein ligase Mdm2 (Homo sapiens), Q00987 | cell-based MDM2 ubiquitination luciferase reporter, 2 h; 0 = plate control, 100 = twice control, blank-subtracted | signal enhancement, % at 5 µM | actives 0.11% (n = 210,000) | AID 1230, 2008;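 active means signal enhancement of 30% or more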;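 further: luminescence tracks abundance of the self-degrading MDM2-luciferase fusion protein; higher signal means inhibition of MDM2 E3 ligase activity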
#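 Assay system: stable mammalian line carrying autodegrading MDM2–luciferase fusion reporter; amount: 2000 cells seeded into each well; buffer or medium: DMEM; benchmarks: plate control and blank wells; signal: luciferase luminescence; timing: 2 h compound exposure at 37 °C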
# CHOP inh: inhibitors of CHOP promoter induction, primary screen, cell-based, unfolded protein response, luciferase reporter; actives 3.8% (n = 220,000); AID 2732, 2010; inhibition, % at 10 µM; CHO-K1 CHOP-promoter luciferase, tunicamycin-induced, 15-18 h;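 active means compounds that reduced the stress-induced luciferase reporter signal by more than about 70% of percent inhibition, limit read from the data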;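 further: 0% = tunicamycin plus vehicle and 100% = wells without tunicamycin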
# TNF necrop inh: inhibitors of TNF-alpha triggered necroptosis, primary screen, cell-based, Jurkat FADD-/-, single concentration; Jurkat FADD-/- TNF necroptosis rescue, ATP luminescence, 24 h; 0 = TNF only, 100 = no-TNF cells; activation (protection from cell death), % at 10 µM; actives 0.068% (n = 220,000); AID 463075, 2010;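 active means activation, meaning protection from cell death, of at least 50% relative to plate controls; inactive means activation below 50%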;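 further: necroptosis triggered by 40 ng/mL TNF-alpha added together with compound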
# * marks the source's active call; other numbers are inactive results; nt = no result given; [ ] = remark or other dose.
SMILES,EBV gp42 block,Runt-SMMHC FRET,p47phox inh,TRPN1 ag,TRPML3 ag,PPC-1+TRAIL kill,MDM2 E3 inh,CHOP inh,TNF necrop inh
O=C(NCCN1C(=O)CCC1=O)c1ccncc1,-8.5,-0.4,-6.8,0.1,0.5,9.6,-9.8,7.4,-2.8
O=C(N/N=C/c1ccco1)c1ccc(C(=O)N/N=C/c2ccco2)o1,5.2,1.3,26.8,1.7,0.6,6.5,-3.4,12.7,1.7
CC(=O)OCCn1c2nc(=O)[nH]c(=O)c-2nc2cc(C)c(C)cc21,-56.3,13.6,-29.9,141.9*,88.2*,14.3,-15.8,-8.1,1.7
N#Cc1cc2c(N)c(C(=O)Nc3ccccc3)sc2nc1N,10.6,10.1,-27.0,0.4,0.3,6.8,-0.3,26.9,-2.9
O=C(CCCC(=O)N1CCCc2ccccc21)N1CCCc2ccccc21,-5.0,-33.5,-44.5,-0.2,0.4,-6.0,-21.2,37.1,-0.3
CCOC(=O)CSC1=C(C#N)C(c2ccc(F)cc2)C(C(C)=O)=C(C)N1 (configuration not stated),-4.9,-7.3,-12.2,-0.5,0.8,19.1,3.7,46.5,-1.3
CC(C)(C)Cc1nc(-c2ccc(Cl)cc2)no1,-17.1,-2.2,-1.6,-1.1,0.3,5.9,-16.8,19.7,1.2
Cc1ccc(S(=O)(=O)N2CCC(=O)N(CCOCc3cccc(C(F)(F)F)c3)CC2)cc1,2.5,-5.7,-3.1,2.7,4.0,8.7,nt,79.1*,1.7
Clc1ccc(CSC2=NCCCN2)cc1Cl,-14.0,-1.1,5.5,1.8,1.1,18.8,-12.8,-13.7,3.9
O=C(c1ccc([N+](=O)[O-])cc1)N(Cc1ccc(Br)cc1)N1C(=O)CCCC1=O,-17.4,-3.0,-6.8,46.6*,95.3*,2.3,-9.6,32.9,3.1

# Just TRPN1 ag and TNF necrop inh (two entries from above):
SMILES | TRPN1 ag | TNF necrop inh
CCOC(=O)CSC1=C(C#N)C(c2ccc(F)cc2)C(C(C)=O)=C(C)N1 (configuration not stated) | -0.5 | -1.3
CC(C)(C)Cc1nc(-c2ccc(Cl)cc2)no1 | -1.1 | 1.2

# New compounds follow.
SMILES,EBV gp42 block,Runt-SMMHC FRET,p47phox inh,TRPN1 ag,TRPML3 ag,PPC-1+TRAIL kill,MDM2 E3 inh,CHOP inh,TNF necrop inh
CCNc1nc(SC(C)C(=O)OC)nc(N(C)C)n1 (configuration not stated),-9.9,-1.6,-0.7,0.3,-0.1,9.2,-7.1,28.7,-1.3
N#C/C(=C\c1c[nH]c2ccccc12)c1nnc2n1CCCCC2,-12.7,-0.6,-2.4,0.0,-0.1,12.6,1.9,-7.6,0.7
Cc1ccc(-n2ncc3c(=O)n(CC(=O)NCc4ccco4)cnc32)cc1C,-17.5,1.0,-11.5,2.5,0.4,35.6,-3.0,10.0,-3.0
O=C(NCCC1=CCCCC1)C(=O)NCC1OCCCN1S(=O)(=O)c1ccc(F)cc1 (configuration not stated),-4.5,-0.9,nt,1.1,0.9,4.8,0.7,27.4,1.6
Cc1cc(C)cc(NC(=O)CN2C(=O)NC(C)(c3ccccc3)C2=O)c1 (configuration not stated),-20.9,1.2,-7.9,0.9,0.8,-0.3,-7.3,4.1,0.9
Cc1ccc(S(=O)(=O)NNC(=O)C2Cc3c(ccc4ccccc34)O2)cc1 (configuration not stated),-5.1,1.0,-6.4,2.4,1.2,19.3,15.3,28.2,-7.7
O=C(NCCO)c1scc2c1OCCO2,-31.9,1.4,-7.8,1.2,-0.1,15.8,-19.7,31.2,-0.3
Cc1cccc(C(=O)Nc2ccccc2C(=O)NCc2cccnc2)c1,0.2,2.4,-13.6,-0.1,0.4,3.9,-17.7,24.9,1.2
CCCn1c(SCC(=O)NC2CCCC2)nnc1-c1ccccn1,-18.7,-3.3,-2.9,2.2,0.0,-16.0,nt,1.1,4.8
Cc1onc(-c2ccccc2Cl)c1C(=O)Nc1ccc(S(=O)(=O)N2CCCC2)cc1,10.9,0.0,-23.9,0.9,-0.1,-14.6,-9.2,28.4,3.7
Cc1ccccc1N1C(=O)c2cccc([N+](=O)[O-])c2C1=O,-18.4,-1.1,3.6,1.9,1.0,6.8,14.5,-6.9,0.2
CCOC(=O)c1cnc2ncnn2c1N,-13.7,2.8,-3.6,0.2,0.9,-8.8,-8.9,-7.3,-0.1
Oc1ccc(Br)cc1-c1cc(-c2ccccc2F)[nH]n1,-4.3,-1.6,-10.1,3.3,0.1,28.9,-15.3,98.3*,-2.3
COc1ccc(CCNC(=O)Cn2cnc3c(cnn3C(C)(C)C)c2=O)cc1OC,-6.7,-91.8,-8.2,0.5,0.4,-0.4,-6.3,66.8,0.3
O=C1CCC(=O)N1c1nc2nc(-c3ccccc3)cc(-c3ccccc3)n2n1,5.7,3.0,-12.6,0.3,0.2,10.8[5 µM],4.4,7.9,-0.6
O=c1cc(-c2cccc(F)c2)[nH]c2ccccc12,-12.3,2.8,-5.2,0.6,0.7,4.8,nt,-26.5,-16.4
c1ccc2oc(Cc3ccc(Cc4nc5ccccc5o4)cc3)nc2c1,-12.8,-2.0,-7.7,-1.8,0.3,5.0,7.5,19.1,-0.4
CC(CCc1ccccc1)NC(=O)COC(=O)c1cc(NS(=O)(=O)c2ccc(Cl)c([N+](=O)[O-])c2)ccc1O (configuration not stated),-6.5,5.1,-5.2,-0.6,-1.6,9.6,-3.5,-31.4,3.2
Clc1ccc(OCc2noc(-c3ccsc3)n2)c(Cl)c1,-5.3,1.4,-17.1,-1.3,0.0,9.4,-14.4,0.4,0.5
CC(=O)c1ccc(N(C(=O)Cn2nnc(-c3ccccc3)n2)C(C(=O)NC2CCCCC2)c2ccccn2)cc1 (configuration not stated),4.6,-1.7,-91.4,-1.9,0.9,25.3,11.4,-6.0,2.2
CCC(=O)Nc1nnc(-c2ccc(OC)cc2)o1,-3.9,5.6,10.7,1.1,0.8,-5.7,-9.9,18.7,2.0
Cc1ccc(C(=O)NCCc2ccc(S(N)(=O)=O)cc2)cc1[N+](=O)[O-],-19.5,-2.5,-0.2,0.7,0.5,-0.3,-25.3,-11.7,-0.4
Cc1ccc(S(=O)(=O)N2CCCOC2CNC(=O)C(=O)NC2CCCCC2)cc1 (configuration not stated),-4.4,1.2,4.3,0.1,1.1,6.5,-3.8,13.6,1.1
CC(C)(C)NC(=O)NC(=O)CSc1n[nH]c(-c2ccccc2Br)n1,-12.0,0.8,-3.5,-1.3,-0.4,-5.8,-14.7,12.5,1.8
CC(C)N(C(=O)CSc1nnc(-c2ccc3c(c2)OCO3)n1C)C(C)C,-5.3,2.9,0.7,-1.4,1.3,-0.9,-9.7,19.4,0.7
O=C(Nc1nc(-c2cc(Cl)sc2Cl)cs1)c1ccc(Br)s1,-20.4,3.2,25.9,1.6,0.9,2.0,nt,18.0,-3.5
O=C(Nc1nnc(C2CC2)s1)c1cccnc1Oc1ccc(Cl)cc1,-6.4,-0.6,6.1,-0.1,0.1,-1.7,-14.9,5.2,3.1
Cc1ccc(NC(=O)Cn2nnc(C(=O)Nc3ccc(C)c(C)c3)c2N)cc1,-10.1,-2.1,-10.3,-1.5,0.9,25.8,-0.3,96.9*,-0.5
COCCCNC(=O)c1ccc(C(=O)NCCCOC)cc1,-19.0,2.8,2.7,1.5,0.4,-2.0,0.5,6.1,-0.5
OCCCCNCc1ccc(OCc2ccc(Cl)cc2Cl)cc1,-18.0,-5.8,-0.6,1.6,1.3,31.5,-19.7,14.3,-13.1
O=C(O)CSc1nnc(NC(=O)c2ccc3c(c2)OCO3)s1,-0.4,-0.1,-5.5,1.3,1.2,65.7*[5 µM],-15.3,13.8,-0.4
O=c1c(C(c2ccc(F)cc2)c2c(O)nc3n(c2=O)CCS3)c(O)nc2n1CCS2,-5.9,-2.0,-10.3,0.7,0.8,-7.0,-9.9,14.5,2.0
COC(=O)c1ccc(Oc2cc(C)nc(SC)n2)cc1,-5.6,0.8,-3.6,-2.3,0.2,-21.2,-37.0,nt,-9.4
CC(C)NC(=O)CSc1nc(N)c(NC(=O)c2ccco2)c(=O)[nH]1,3.1,-4.4,8.6,0.7,1.3,-1.4,-2.6,-0.7,0.5
CC(C(=O)Nc1ccccc1C(=O)N1CCOCC1)N(c1ccccc1)S(C)(=O)=O (configuration not stated),-3.6,-2.3,1.3,0.8,0.5,14.4,-4.0,-4.0,-1.3
CN1CC(=O)N(CCOc2ccccc2)C1=O,-7.2,2.2,-0.4,1.1,-0.1,-1.0,-3.8,45.8,3.8
N#Cc1ccsc1NC(=O)CN1CCN(c2ccc(O)cc2)CC1,-11.9,2.5,-3.5,0.3,0.8,31.1,-11.3,34.4,-2.3
CC1=NOC(=O)/C1=C/c1ccc(-c2ccc(Cl)cc2)o1,-5.1,49.9,115.5*,-0.3,0.3,32.0,nt,108.6*,-10.4
Oc1ccc[n+](CCCCC[n+]2cccc(O)c2)c1,-15.2,-2.8,-17.6,1.9,0.1,-4.0,-59.4,13.5,4.3
CC12CNCC(C)(CN(C(c3ccccc3)c3ccccc3)C1)C2,-32.6,1.6,-14.3,-0.7,0.6,31.6,nt,27.6,3.4
CCCCNS(=O)(=O)/C=C/c1ccccc1,-12.2,0.2,4.8,-1.7,-1.4,8.0,-20.9,12.8,-1.3
CC1(C)Cc2cccc(OCC(O)CN3CCN(c4ccccn4)CC3)c2O1 (configuration not stated),1.8,3.8,-13.7,2.0,-0.5,5.5,-13.3,18.0,-0.3
CC1(C)Cc2ccccc2-c2nc(NCCO)n(-c3ccccc3)c(=O)c21,-12.3,-4.2,-23.4,-0.1,1.3,0.3,-20.6,-21.2,1.4
C=CCN(CC=C)C(=S)Nc1ccc2nsnc2c1,-2.3,-49.2,-1.6,-0.1,-0.1,-12.8,-11.2,13.3,0.9
CCOC(=O)N1CCC(NCc2c(C(=O)N(C)Cc3ccccc3)nc3ccccn23)CC1,-6.7,-5.4,1.8,1.1,0.2,8.7,-12.0,13.6,1.3
O=C(CCN1CCCCCC1)Nc1ccc(F)cc1,-3.6,-1.2,-7.1,1.1,1.2,16.9,-10.7,17.2,-3.4

# High-throughput results deposited in PubChem by several laboratories.
